# Assay outcomes: PubChem, Sanford-Burnham Center for Chemical Genomics
# Hsp70 inhibitors = Hsp70 inhibitors, probe displacement, primary screen, biochemical, fluorescence polarization (AID 583). Hsp70 fluorescence polarization probe displacement, mP; higher % means a stronger effect. displacement, % at 20 µM, or IC50 in µM where a hit was titrated. hit rate 0.06% among 140,000; in the data active = displacement above about 50%;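 note: plate controls were vehicle for no effect and reference ligand for full effect; a part of the inactive calls stands beside numbers as strong as those of hits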
# Rat MKP-3 inhibitors = inhibition of rat DUSP6 enzyme activity – biochemical, in vitro, primary screen (AID 425); recombinant MKP-3 phosphatase activity, fluorescence; higher % means a stronger effect; hit rate 0.17% among 110,000; one-dose inhibition, % at 20 µM; IC50 in µM for titrated hits; in the data active = inhibition above about 50%;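 note: plate controls were vehicle for no effect and reference inhibitor for full effect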
# * marks the source's active call; other numbers are inactive results; · = not tested or not shown; & = joins results of further samples.
Structure | Hsp70 inhibitors | Rat MKP-3 inhibitors
Cc1ccc(CN2CC(C(=O)Nc3ccc(S(=O)(=O)Nc4cc(C)nc(C)n4)cc3)CC2=O)cc1 (stereo not drawn) | -0.1% | -5.5%
Cc1cc(Cl)c(S(=O)(=O)NCCC(=O)O)cc1OCC(N)=O | -2.5% | 5.8%
CCOc1ccc(C(NC=O)c2ccc(OC)cc2)cc1 (stereo not drawn) | -0.9% | 4.4%
C=CCn1cnc2c(c1=O)c1nc3ccccc3nc1n2/N=C/c1cc(OC)c(OC)c(OC)c1 | 5.2% | -2.2%
Clc1cccc(-c2nnc3sc(-c4ccc5c(c4)OCO5)nn23)c1 | -5.5% | -6.0%
CCOC(=O)c1c(NC(=O)c2ccc(S(=O)(=O)N3CCOCC3)cc2)sc2c1CCC2 | 7.2% | 0.0%
COc1ccc(N2CCN(C(=O)CN(Cc3ccc(Cl)cc3)S(C)(=O)=O)CC2)cc1 | -0.7% | ·
COc1cccc(Nc2nc(NCC3CCCO3)c3ccccc3n2)c1 (stereo not drawn) | -2.5% | ·
O=C1c2ccc(Oc3ccc([N+](=O)[O-])cc3)cc2C(=O)N1c1ccc(Cl)cn1 | -0.9% | 0.1%
Cc1ccc(N2C(=O)NC(=O)/C(=C\c3cc(Cl)c(O)c(Cl)c3)C2=O)cc1 | -4.3% | 0.7%
O=C(Nc1ccc2nsnc2c1)N1CCCCCC1 | -3.9% | ·
CCc1ccccc1NC(=O)CN(c1ccc(C)cc1)S(C)(=O)=O | -1.7% | 2.3%
Cc1cccc(OCC(=O)NCc2ccncc2)c1 | -2.2% | 5.6%
O=C(Cn1cnc2ccccc2c1=O)c1ccc2c(c1)OCCO2 | 1.0% | -10.5%
CCOC(=O)c1c(C)c(-c2ccccc2)n(CC(=O)N2CCCC2)c1C | -10.7% | -2.4%
C=CCCCCCCCCc1nc(=S)[nH][nH]1 | -2.6% | ·
CCNC(=O)Cc1ccc(NS(=O)(=O)c2ccc(F)cc2)cc1 | 2.9% | -5.2%
CCOc1ccc(CCNc2nc3c(c(=O)n(C)c(=O)n3C)n2CC)cc1OCC | 3.9% | -1.0%
O=C(O)Cn1cccc1C(=O)c1ccccc1 | 2.3% | -2.4%
CN(C)S(=O)(=O)n1cnc2ccccc21 | -3.6% | -7.3%
CCOC(=O)N1CCN(C(=O)C2CCN(S(=O)(=O)N3CCCC3)CC2)CC1 | 6.0% | 11.5%
O=C(CSc1nccn1Cc1ccccc1)NCc1ccccc1 | -0.9% | ·
CCc1c(C)nc(N)nc1OCC(F)(F)C(F)F | 2.0% | 4.8%
O=C(NCc1cccs1)Nc1cccs1 | -0.4% | -3.4%
O=C(Nc1ccc2c(c1)nc1n2CCN(Cc2ccccc2)C1)c1cccs1 | 4.2% | -3.0%
CCOc1cccc(/C(O)=C2/C(=O)C(=O)N(CCOC)C2c2ccncc2)c1 (stereo not drawn) | -3.2% | -6.5%
O=C(CN1C(=O)/C(=C/c2ccccc2)SC1=S)Nc1cccc(C(=O)O)c1 | 13.5% | -1.0%
CCOC(=O)CC(=O)Nc1ccccc1C(=O)O | · | 7.6%
COc1ccc(Br)cc1CN1CCN(Cc2cccc([N+](=O)[O-])c2)CC1 | 1.4% | 3.8%
COc1cc(NC(=O)c2cnn3c2NC(c2ccco2)CC3C(F)(F)F)c(OC)cc1Cl (stereo not drawn) | -9.7% | -4.0%
CCOc1cc(S(=O)(=O)n2nc(C)cc2C)ccc1F | -1.3% | -10.5%
Cn1c(=O)oc2cc(S(=O)(=O)NC3CCN(Cc4ccccc4)CC3)ccc21 | 3.3% | -3.7%
N#CC1=C(N)OC(c2ccccc2)=C(C#N)C1c1ccc2c(c1)OCO2 (stereo not drawn) | 6.3% | -14.0%
O=C(/C=N/O)NCCCN1CCOCC1 | 3.7% | -2.6%
O=C(OCc1nnc(-c2ccc(Cl)cc2)o1)c1ccncc1 | -1.7% | -15.3%
CCOC(=O)c1ccc(NC(=O)c2cc(OCC)cc(OCC)c2)cc1 | 2.9% | 0.2%
Cc1ccccc1-c1ccc(Nc2ccc(N3CCOCC3)cc2)nn1 | -1.1% | 2.9%
O=C(O)c1cc(S(=O)(=O)O)ccc1O | 2.4% | -4.1%
Cc1ccccc1CN1CCN(Cc2ccncc2)CC1 | -1.6% | -0.1%
COc1ccc(/C=C2\SC(=S)N(NC(=O)c3ccccc3Br)C2=O)cc1OC | -3.7% | 2.0%

# Brought forward from above: seven compounds, then new ones.
Structure | Hsp70 inhibitors | Rat MKP-3 inhibitors
O=C(/C=N/O)NCCCN1CCOCC1 | 3.7% | -2.6%
O=C(OCc1nnc(-c2ccc(Cl)cc2)o1)c1ccncc1 | -1.7% | -15.3%
CCOC(=O)c1ccc(NC(=O)c2cc(OCC)cc(OCC)c2)cc1 | 2.9% | 0.2%
Cc1ccccc1-c1ccc(Nc2ccc(N3CCOCC3)cc2)nn1 | -1.1% | 2.9%
O=C(O)c1cc(S(=O)(=O)O)ccc1O | 2.4% | -4.1%
Cc1ccccc1CN1CCN(Cc2ccncc2)CC1 | -1.6% | -0.1%
COc1ccc(/C=C2\SC(=S)N(NC(=O)c3ccccc3Br)C2=O)cc1OC | -3.7% | 2.0%
COC(=O)COc1ccc(S(=O)(=O)NCCC2=CCCCC2)cc1Cl | -2.7% | ·
Cc1ccc(N2CC(C(=O)Nc3cccc(F)c3)CC2=O)cc1 (stereo not drawn) | 5.9% | -3.8%
CC(=O)NNC(=O)COc1ccc(C)cc1 | 3.3% | -2.7%
Cc1cc(OCC(O)CNC(C)C)cc(C)c1Cl (stereo not drawn) | 2.5% | 2.2%
Cn1c(Cc2cccs2)nnc1SC/C=C/c1ccccc1 | 2.3% | -2.9%
CCOC(=O)c1nnn(-c2nonc2N)c1-c1ccc(OC)cc1 | 0.3% | 6.0%
COc1ccccc1/C=c1/sc2nc3c(Br)c(C)c(C)cc3n2c1=O | -2.8% | 1.9%
O=C(c1ccc(F)cc1)C1CCN(C(=O)NC2CCCCC2)CC1 | 4.4% | ·
COc1ccc(N(C)S(=O)(=O)c2cccc3cccnc23)c(OC)c1 | -2.7% | -3.0%
COc1ccc(N=CC2=C(O)CC(C)(C)CC2=O)cc1 | 1.3% | 4.4%
CCOc1cc(C2C3=C(CC(C)(C)CC3=O)OC3=C2C(=O)CC(C)(C)C3)ccc1OCc1ccccc1F | 6.7% | 5.6%
O=C(COC(=O)C12CC3CC(CC(C3)C1)C2)NC12CC3CC(CC(C3)C1)C2 | 2.9% | ·
O=C(COc1ccc(F)cc1)N1CCN(C(=O)COc2ccc(F)cc2)CC1 | 6.4% | -1.2%
COc1cccc(OCC(=O)Nc2ccccc2NC(C)=O)c1 | 0.4% | -0.5%
CCOC(=O)N1CCN(S(=O)(=O)c2ccc(F)cc2)CC1 | -3.9% | -10.2%
Cc1ccc(/C=N/NC(=O)c2ccccc2C)cc1 | -1.1% | -3.3%
Clc1ccc(CSc2ncn[nH]2)cc1 | 0.5%&5.7% | -7.5%&-2.5%
COc1ccc(NC(=O)NC(c2ccccc2)c2ccccc2)cc1OC | 2.4% | 0.6%
NCc1cccc(-n2cccn2)c1 | 1.0% | -4.4%
COc1ccccc1CNC(=O)CCNC(=O)Cn1ccc2ccccc2c1=O | 5.9% | -5.9%

# Fetched by compound from the list above, 2 records:
Structure | Hsp70 inhibitors | Rat MKP-3 inhibitors
O=C(COc1ccc(F)cc1)N1CCN(C(=O)COc2ccc(F)cc2)CC1 | 6.4% | -1.2%
O=C(COC(=O)C12CC3CC(CC(C3)C1)C2)NC12CC3CC(CC(C3)C1)C2 | 2.9% | ·

# (more compounds)
mol,Hsp70 inhibitors,Rat MKP-3 inhibitors
COc1ccc(C2C3C(=O)N(c4ccc(F)cc4)C(=O)C3ON2c2ccccc2)cc1 (stereo not drawn),3.8%,0.8%
Cc1cccc(CCNC(=O)C2CCN(S(=O)(=O)c3cccc4nsnc34)CC2)c1,5.4%,·
C/C(=N\Nc1cccc2cccnc12)c1cc([N+](=O)[O-])cs1,-3.1%,0.7%
CCC/C(O)=C1\C(=O)CC(C)(C)CC1=Nc1ccc(OC)cc1,1.4%,-1.1%
CCN(C1CCCCC1)S(=O)(=O)c1ccc(S(=O)(=O)N(CC(=O)Nc2ccccc2)C2CC2)cc1,14.5%,·
CC(C)c1cc(Br)ccc1OCCCN1C(=O)NC(C)(C)C1=O,1.2%,·
O=C(Nc1cccc2nsnc12)c1cccc(Br)c1,1.1%,0.1%
S=c1sc2c(N3CCN(Cc4ccccc4)CC3)ncnc2n1-c1ccccc1,1.5%,·
COc1ccc(CN2CCN(C(=O)c3ccc(F)cc3)CC2)c(OC)c1OC,-0.3%,0.0%
CCC(c1nnnn1C(C)C)N1CCN(C2CCCC2)CC1 (stereo not drawn),6.6%,-10.3%
CC(CP(=O)(O)O)NC(=O)Cc1ccccc1 (stereo not drawn),4.4%,3.4%
N#C/C(=C/c1cccc(O)c1)C(=O)Nc1cccc(Br)c1,-1.3%,6.2%
CCc1nc(N2CCC(C)CC2)c2oc3ccccc3c2n1,6.2%,4.3%
C=CCN(c1ccc(C(=O)O)cc1)S(=O)(=O)c1ccc(NC(=O)OC)cc1,-4.5%,1.8%
COC(=O)CSc1ncc(C#N)c(N)n1,-3.8%,1.5%
O=C(Nc1ccc(S(=O)(=O)Nc2cnc3ccccc3n2)cc1)c1ccc(Br)o1,1.8%,0.2%
CC(C)(C)NC(=O)c1cnn2c1NC(c1ccc(F)cc1)CC2C(F)(F)F (stereo not drawn),-0.4%&-1.5%,-10.1%&-6.7%
Cn1c(CCCNC(=O)c2cccs2)nc2ccccc21,-1.5%,·
CC(NC(=O)CSc1ncc(-c2ccccc2)[nH]1)c1ccccc1 (stereo not drawn),-1.2%,1.0%
Cc1cc(Cl)ccc1OC(C)C(=O)Nc1ccccc1N1CCOCC1 (stereo not drawn),2.5%,-5.9%
CC1CN(C2CCN(S(=O)(=O)Cc3ccccc3)CC2)CC(C)O1 (stereo not drawn),6.5%,-1.7%
CCOC(=O)c1c(-c2ccccc2)csc1NC(=O)c1ccccc1I,2.0%,-3.6%
O=C(N/N=C/c1cc(Br)ccc1O)NC12CC3CC(CC(C3)C1)C2,-1.1%,-0.7%
Cc1ccnc(N2CCC(C(=O)NC3CCCCCC3)CC2)n1,2.5%,-4.1%
COCCN1Cc2cccc(C(=O)NCc3ccccc3OC)c2C1=O,10.5%,-4.9%
N=c1c(C(=O)NCc2ccco2)cc2c(=O)n3ccccc3nc2n1Cc1ccccc1,7.3%,1.9%
O=C(Nc1nnc(SCc2ccccc2)s1)c1cccc2ccccc12,0.4%,-2.5%
COc1ccc(C(=O)N2CCCCC2)cc1S(=O)(=O)Nc1cccc(C(=O)O)c1,1.3%,·
O=C(C1CCN(C2CC(=O)N(c3cccc(Cl)c3)C2=O)CC1)N1CCCC1 (stereo not drawn),10.1%,1.2%
Cc1cc(F)c(F)c(C(=O)N2CCOCC2)c1Cl,-0.9%&0.1%,0.9%
Cc1ccc(Sc2c(C)nn(C(=O)c3cccc(S(=O)(=O)N4CCOCC4)c3)c2C)cc1,1.5%,·
O=C(NC12CC3CC(CC(C3)C1)C2)c1ccc(=O)oc1,-1.1%,-6.7%
Cc1cccc(NC(=O)COc2ccc(Br)cc2C)n1,-1.6%,-7.1%
COc1cc(/C=C2\C(=O)ON=C2c2ccccc2)cc(OC)c1OC,3.9%,3.1%
Cc1cccn2c(=O)c3cc(C(=O)N(C)C)n(C)c3nc12,28.5%,11.5%
COc1ccc(C(=O)Oc2cccc(C(=S)N3CCOCC3)c2)cc1,-0.9%,4.4%
CCC(C(=O)O/N=C(\N)c1ccc(Cl)cc1)c1ccccc1 (stereo not drawn),6.1%,·
Cc1ccc2cc3c(NC(=O)CC(C)C)nn(C)c3nc2c1,2.7%,-5.7%
Cc1cc(C)n(-c2nc3c(c(=O)[nH]c(=O)n3C)n2CC(O)COc2ccc(Cl)cc2Cl)n1 (stereo not drawn),-1.5%,·
CC(C)CNC(=O)C(=O)Nc1ccc(Oc2ccccc2)cc1,-4.6%,3.4%
CCOc1ccccc1NC(=O)c1c(NC(=O)CNCc2ccco2)sc2c1CCC2,3.0%,6.4%
O=C(O)C1CCCCN1Cc1ccccc1 (stereo not drawn),0.5%,-1.8%
COc1ccc(C(=O)CSc2nnc(-c3ccc(S(=O)(=O)N4CCOCC4)cc3)o2)cc1,0.3%,-2.6%
CC(C)c1ccc(-c2nn(-c3ccccc3)cc2/C=N/O)cc1,4.6%,0.8%
CC(=O)N1CCC2(CC1)C(C#N)=C(N)OC1=C2C(=O)CC(C)(C)C1,4.4%,·
CC(=O)C1=C(C)NC(SCC(=O)c2ccccc2)=C(C#N)C1CC(C)C (stereo not drawn),-3.2%,3.2%
COc1cc(/C=N/Nc2ccc3ccccc3n2)cc(Br)c1O,6.1%,-11.4%
Cc1ccc(C(=O)O/N=C(\N)c2ccc(C)cc2)cc1,1.8%,2.8%

# As entered above.
# Rat MKP-3 inhibitors with CC(=O)C1=C(C)NC(SCC(=O)c2ccccc2)=C(C#N)C1CC(C)C (stereo not drawn) : 3.2%
# Rat MKP-3 inhibitors with CCOc1ccccc1NC(=O)c1c(NC(=O)CNCc2ccco2)sc2c1CCC2 : 6.4%

# Next part:
mol,Hsp70 inhibitors,Rat MKP-3 inhibitors
O=C(O)CCc1nc(-c2cccs2)no1,3.6%,6.4%
CCOCC(=O)Nc1cc(C(=O)OC)ccc1C(=O)OC,3.3%,-7.1%
O=[N+]([O-])c1ccc(N2CCOCC2)cc1NCCCO,1.0%,2.4%
CCNC(=O)N1c2ccc(OCC)cc2C(C)=CC1(C)C,-2.5%&4.3%,-10.7%&-1.6%
COc1cccc(CNc2nc3ccccc3n2CCN2CCCCC2)c1,0.2%,11.1%
CCCNC(=O)c1c(C)cc(=O)oc1C,7.4%,0.3%
CCN(CC)c1ccc(C(=O)Nc2nccs2)cc1,-2.9%,3.7%
CC1=C(C)/C(=N/OC(=O)c2cccc([N+](=O)[O-])c2)C=CC1=O,-9.9%,·

# These rows are one share of the data, so the mix of outcomes need not match the whole.
